mcGAS MS inh: inhibitors of Mus musculus cyclic GMP-AMP synthase, initial high-throughput assay, cell-free, RapidFire MS; Q8C6L5; recombinant mouse cGAS, cGAMP by RapidFire MS; inhibition, % at 12.5 µM; 130,000 compounds, 0.18% hits;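 active = inhibition of cGAS enzyme activity at or above 60%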;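 note: enzyme stimulated by 45 bp dsDNA with ATP and GTP substrates; cGAMP share of summed cGAMP plus half ATP and half GTP signals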
Target sequence (Q8C6L5 whole entry, looked up): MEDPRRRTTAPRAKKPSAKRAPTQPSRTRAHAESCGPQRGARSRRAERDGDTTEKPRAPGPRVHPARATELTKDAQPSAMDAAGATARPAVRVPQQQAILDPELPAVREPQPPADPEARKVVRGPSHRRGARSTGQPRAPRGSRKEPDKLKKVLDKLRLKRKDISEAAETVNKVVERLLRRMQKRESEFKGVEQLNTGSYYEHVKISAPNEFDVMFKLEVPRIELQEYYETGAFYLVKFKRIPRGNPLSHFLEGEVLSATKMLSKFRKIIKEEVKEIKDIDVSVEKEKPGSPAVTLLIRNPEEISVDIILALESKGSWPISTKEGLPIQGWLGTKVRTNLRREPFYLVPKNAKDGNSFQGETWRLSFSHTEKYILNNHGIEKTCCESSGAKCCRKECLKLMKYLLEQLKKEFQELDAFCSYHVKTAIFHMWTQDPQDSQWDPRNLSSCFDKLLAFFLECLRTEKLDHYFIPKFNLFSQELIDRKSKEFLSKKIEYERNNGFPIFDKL
* = called active by the depositor; & = joins results of further samples. These rows are one share of the data; rates above refer to the full screens.

SMILES	mcGAS MS inh
COc1ccc(NC(=O)NCCCn2nc(-c3ccco3)ccc2=O)c(OC)c1	5
CC(C)c1noc(C(C)S(=O)(=O)c2ccc(O)cc2)n1 (centres undefined)	-1
COC(=O)Nc1nc2ccc(Sc3ccccc3)cc2[nH]1	-4
CN1CCCC(C)(C(=O)Nc2cccc3c2CCCC3)C1 (centres undefined)	-4
c1nc(N2CCCCCC2)c2cn[nH]c2n1	-6
O=C(Nc1cnc2n1CCCC2)C1CCOC1 (centres undefined)	-14
Nc1ncccc1CN1CCCC1c1ccc(F)cc1 (centres undefined)	-43
O=C(CN1CCN(c2cnccn2)CC1)Nc1nnc(-c2ccccc2)o1	-11
CCN(CC)c1cc(=O)n2c(n1)SCCC2	-6
CN1CCc2nc3sc(C(=O)NCCc4ccccc4)c(N)c3cc2C1	1
O=C(Nc1ccc(N2CCCC2=O)c(F)c1)c1ccncc1	-4
COC(=O)C1=C(C)NC(C)=C(C(=O)OC(C)C)C1c1cccc2nonc12 (centres undefined)	-12&-5
N#CCOc1cccc(CNC(=O)C2SCCc3sccc32)c1 (centres undefined)	-32
CC(=O)C(C)n1c(=O)c2c(nc3n(-c4cc(C)cc(C)c4)c(C)c(C)n23)n(C)c1=O (centres undefined)	-9
Fc1ccc(Br)cc1C=C(Cl)c1nnc(-c2cccs2)o1	-11
Cc1cc(C)n(CC(C)NCc2n[nH]c3c2CCCCC3)n1 (centres undefined)	-16
Cc1cccc(C(=O)NCC2(O)CCC2)c1O	-5
COc1ccc(Cn2ncc(Cl)c(Cl)c2=O)cc1F	3
CC(Sc1nccn1C)c1nc(C(C)(C)C)no1 (centres undefined)	-3
CC1CCCCC1OCCNC(=O)c1c(Br)c2ccccc2n1C (centres undefined)	-6
Cc1ccc2cccc(OC(=O)C=Cc3ccc(F)cc3)c2n1	0
CCCC(Nc1nc(CCN)nc2sc(C)c(C)c12)c1nccn1C (centres undefined)	-15
CC(C)(C)c1nc(SCC(=O)N2CCN(S(C)(=O)=O)CC2)n[nH]1	-26
COc1ccc(-c2nc(NC(=O)CN3CCCC3C)n[nH]2)c(OC)c1 (centres undefined)	-5
Clc1cnc(Oc2ccc(Br)cc2)c(Cl)c1	-13
Cc1ccc(Nc2nc(NCc3ccc4c(c3)OCO4)nc3nccnc23)cc1	-5
CC(=NN=C(N)N)c1ccc(-n2ccnc2)cc1	-2
COc1ccc(NC(=O)c2sccc2N(C)S(=O)(=O)c2ccccc2)cc1Cl	-9
COc1cccc(CNc2nc(C(F)(F)F)nc3ccccc23)c1	2
CCN1C(=O)C(=Cc2cccc(C#N)c2)SC1=S	-9
CC(C)c1nnsc1CN1CCC(N2CCCC2=O)CC1	8
CN(C)S(=O)(=O)c1cccc(C(=O)NNC(=O)CC2C=CCC2)c1 (centres undefined)	-4
c1ccc2sc(CSc3ncnc4sc5c(c34)CCC5)nc2c1	-4
C1=CCC(CN2CCN(c3nc(-c4ccccc4)nc4c3CCC4)CC2)CC1 (centres undefined)	-3
CC(=O)c1cccc(NC(=O)c2cn(C)c3c(=O)n(-c4ccc(Cl)cc4)c(=O)[nH]c23)c1	-31
COc1ccc(-c2nc(C=CC(=O)N3CCOCC3)cs2)cc1	-3
CCOc1ccc(Cl)cc1/C=N\n1cn[nH]c1=S	-10
CC(NC(=O)Cc1cccc2ccccc12)C(=O)Nc1cccc(C(=O)NC2CC2)c1 (centres undefined)	-10
c1ccc2sc(NCC3(N4CCOCC4)CCSC3)nc2c1 (centres undefined)	-6
COC(=O)c1cc(C)nc(N(C)C)c1C(=O)OC	-6
Cc1ccc(C)c(OCCNC(=O)[C@@H]2CCCCN2)c1	-20
Cc1ccc(C2SCCN2S(=O)(=O)c2ccc(C)cc2)cc1 (centres undefined)	-4
Cc1ccc(C(=O)Cn2nc(C)c(C)c(C#N)c2=O)s1	-7
CS(=O)(=O)c1ccccc1NC1CCN(C2CCCC2)C1 (centres undefined)	-5
COc1ccc(C(=O)N(C)C2CCCc3ccccc32)cc1OC1CCN(C(C)C)CC1 (centres undefined)	-3
COc1ccc(NC(=O)NNC(=O)c2ccc(=O)n(Cc3ccc(C)cc3)c2)c(OC)c1	-2
Cc1nonc1CC(=O)NCC1(N(C)Cc2ccccc2)Cc2ccccc2C1	-7
O=C1c2cc(F)c(N3CCCC3)c(F)c2SC2=NCCN12	-26
Cc1ccc(C)c(NCc2cc(=O)n3cc(C)ccc3n2)c1	-8
COC(=O)c1ccc(F)c(S(=O)(=O)N[C@H](C(=O)OC)C(C)C)c1	-2
O=C(CN1C(=O)CNC1=O)N1CCCC2(C1)C(=O)Nc1ccccc12 (centres undefined)	-20
CC(C)CC1(c2ccccc2)NC(=O)N(CCC#N)C1=O (centres undefined)	-12
Cc1cc(C)n(C2CCN(Cc3cccc(Cn4cccn4)c3)C2)n1 (centres undefined)	-15
Cc1oc(-c2ccc(Cl)cc2)nc1CN1CCOCC1	-1
Nc1nc2cc(C(=O)N3C[C@@H]4C5CCC(CC5)[C@@H]4C3)ccc2s1	-13
CCC(NC(=O)c1cnc(-c2cccnc2)nc1)c1nc(C)c(C)s1 (centres undefined)	-17
CC(C)OC(=O)Nc1ccc2c(c1)N(C(=O)CNCCO)c1ccccc1CC2	-6
O=C(CCC1CCCN(Cc2ccc(-c3ccccc3)cc2)C1)N1CCOCC1 (centres undefined)	-10
O=c1[nH]c(SCc2nnc(-c3cccs3)o2)nc2scc(-c3cccs3)c12	-9
Cn1nc(N2CCN(C(=O)c3ccco3)CC2)c(=O)n(C)c1=O	-13
Continuation.
SMILES	mcGAS MS inh
O=C(c1ccc2nc(Cc3ccccc3F)oc2c1)N1CCN2CCCC2C1 (centres undefined)	-8
CC(C)=CCSc1nnc2nc3[nH]c4ccccc4c3nn12	1
CCOC(=O)NNC(=O)C(CCSC)NS(=O)(=O)c1ccccc1 (centres undefined)	-7
CN(Cc1cnn(C)c1)C1CCCC1S(C)(=O)=O (centres undefined)	2
Fc1ccc(F)c(C2=NNC(=Nc3ccccc3F)SC2)c1	16
C=CCOC(=O)C1C(C)=Nc2nc(SCCCC)[nH]c(=O)c2C1c1cccs1 (centres undefined)	-44
COc1ccc(-n2nc(-c3ccccc3Cl)cc2C(=O)O)cc1	3
N#Cc1cccc(CN2CCN3C(C(=O)Nc4ccc(Oc5ccccc5)cc4)=COC3=NC2=O)c1	-12
Cc1cc[n+](-c2nc3ccccc3nc2C(C#N)C#N)cc1	37
O=C(/C=C/c1ccc(F)cc1)NCC(=O)Nc1ccccc1Br	-9
Cc1ccc(OC2CCN(Cc3ccncc3)CC2)c(C(=O)NC2CCOC2)c1 (centres undefined)	-4
CC(C)=CC(=O)N(Cc1ccc(C)s1)C1CC1	-17
CC(C)(C)c1cc(Oc2cccc(Cl)c2)nc(SCc2c(F)cccc2F)n1	-5
CCC(CC)(CNC(=O)N1CC2CCCCC2C1)S(C)(=O)=O (centres undefined)	-51
COc1ccc(C2CCCN2C(=O)c2ccc3c(=O)n4c(nc3c2)CCC4)c(OC)c1 (centres undefined)	1
CC(C)(C)c1csc(N)n1	-2
COc1cccc(NC(=O)C2(C)CCN2Cc2ccc(NC(C)=O)cc2)c1 (centres undefined)	-4
N#Cc1ccccc1S(=O)(=O)Nc1ccccc1N1CCCC1=O	-22
CCOC(=O)c1sc2nc(C(C)OC(=O)CCc3c(C)noc3C)[nH]c(=O)c2c1C (centres undefined)	-16
O=C(CC(c1ccccc1)c1ccccc1F)NCCN1CCCCC1=O (centres undefined)	-7

18 neighbouring records from above, for reference:
SMILES	mcGAS MS inh
CCOC(=O)NNC(=O)C(CCSC)NS(=O)(=O)c1ccccc1 (centres undefined)	-7
CN(Cc1cnn(C)c1)C1CCCC1S(C)(=O)=O (centres undefined)	2
Fc1ccc(F)c(C2=NNC(=Nc3ccccc3F)SC2)c1	16
C=CCOC(=O)C1C(C)=Nc2nc(SCCCC)[nH]c(=O)c2C1c1cccs1 (centres undefined)	-44
COc1ccc(-n2nc(-c3ccccc3Cl)cc2C(=O)O)cc1	3
N#Cc1cccc(CN2CCN3C(C(=O)Nc4ccc(Oc5ccccc5)cc4)=COC3=NC2=O)c1	-12
Cc1cc[n+](-c2nc3ccccc3nc2C(C#N)C#N)cc1	37
O=C(/C=C/c1ccc(F)cc1)NCC(=O)Nc1ccccc1Br	-9
Cc1ccc(OC2CCN(Cc3ccncc3)CC2)c(C(=O)NC2CCOC2)c1 (centres undefined)	-4
CC(C)=CC(=O)N(Cc1ccc(C)s1)C1CC1	-17
CC(C)(C)c1cc(Oc2cccc(Cl)c2)nc(SCc2c(F)cccc2F)n1	-5
CCC(CC)(CNC(=O)N1CC2CCCCC2C1)S(C)(=O)=O (centres undefined)	-51
COc1ccc(C2CCCN2C(=O)c2ccc3c(=O)n4c(nc3c2)CCC4)c(OC)c1 (centres undefined)	1
CC(C)(C)c1csc(N)n1	-2
COc1cccc(NC(=O)C2(C)CCN2Cc2ccc(NC(C)=O)cc2)c1 (centres undefined)	-4
N#Cc1ccccc1S(=O)(=O)Nc1ccccc1N1CCCC1=O	-22
CCOC(=O)c1sc2nc(C(C)OC(=O)CCc3c(C)noc3C)[nH]c(=O)c2c1C (centres undefined)	-16
O=C(CC(c1ccccc1)c1ccccc1F)NCCN1CCCCC1=O (centres undefined)	-7

Carrying on.
SMILES	mcGAS MS inh
CC(C)(C)OC(=O)N1CCCC1CN1CCN(C2CCCC2)CC1 (centres undefined)	-13
Cc1cc(C=C(C#N)C(=O)O)c(C)n1CC1CCCO1 (centres undefined)	-2
O=[N+]([O-])c1cc(S(=O)(=O)N2CCCCCC2)ccc1NCCc1cn2ccccc2n1	2
Cc1cc(C)nc(NC(N)=NCc2ccccc2)n1	7
Cc1ccc(C(=O)Nc2c(C)nc3c(C)cccn3c2=O)cc1	-15
CCN(CCOC)c1cc(C2CCNCC2)ncn1	-24
Nc1nc(N2CCc3c([nH]c4ccccc34)C2)c2[nH]cnc2n1	-3
O=C(NCc1ccc2sccc2c1)C1CCC(=O)N(Cc2ccccn2)C1 (centres undefined)	2
COc1ccc(OCc2cc(C(=O)N(C)CCc3cnn(C)c3)no2)c2ccccc12	-3
CCc1ccccc1C(=O)NC1CC(=O)N(C2Cc3ccccc3C2)C1 (centres undefined)	2
COc1ccc(NC(=O)C2CCCN2C(=O)Nc2cccc(N3CCOC3=O)c2)cc1 (centres undefined)	-9
CSc1ccc(CN2C(=O)C(F)(F)Oc3c(C(C)=O)cccc32)cc1	-1
CC(C)c1ccc(CN2CCN(C(=O)CSc3nccn3C)CC2)cc1	1
CC(C)c1nsc(NC2CCOC3(CCCC3)C2)n1 (centres undefined)	5
COC(=O)C1C(Cc2ccccc2)N1C(=O)OC(C)(C)C (centres undefined)	-6
N#CCSc1nc2ccccc2c2nc(CCc3c[nH]c4ccccc34)nn12	-8
NC(=O)c1cccc(NC(=O)c2cc3ccccc3s2)n1	-27
COC(=O)c1cc(OC)c(OC)cc1NC(=O)CCc1cccs1	-7
O=C1CC(C(=O)N2CCCC2Cc2ccccc2)CN1c1cc(F)cc(F)c1 (centres undefined)	-5
Cc1ccc(CN2CCC=C(CCNC(=O)c3ccco3)C2)cc1	-34
CCc1nc(SCC(=O)N2CCN(c3ccccc3)CC2)c2oc3ccccc3c2n1	2
CCOC(=O)C(F)(F)c1ccccc1F	-11
CN1CCc2c(-c3cccs3)nc3sc4c(=O)[nH]c(=O)[nH]c4c3c2C1	30
Cc1cc(C)c(NC(=O)CSC2=C(C#N)C(c3ccc(F)cc3)CC(=O)N2)c(C)c1 (centres undefined)	7
Cc1nc(C)c(CNCC(O)c2ccco2)s1 (centres undefined)	-4
CCOc1ccc(C=NNC(=O)CCC2C(=O)NN=C2C)cc1 (centres undefined)	-3
Cc1cc(=O)c(C(=O)N[C@@H](C(=O)N[C@@H]2C(=O)N3C(C(=O)O)=C(CSc4nnnn4C)CSC23)c2ccc(O)cc2)c[nH]1 (some centres undefined)	-7
CCCCCc1c(C)c(C#N)c2[nH]c3ccccc3n2c1=O	-2
CC(=O)N1CN(C2CCCC2)Cc2c1sc1c2CCCC1	0
Cc1ccc(S(=O)(=O)NCC2CN(c3ccc4c(c3)OCO4)C(=O)O2)cc1 (centres undefined)	11
CCOc1cc([C@H]2N[C@](CO)(c3ccccc3)[C@H]3CN(C)C[C@@H]23)ccc1O	-23
CCN1CCOC(C(=O)Nc2ccc(-c3ncc(C(C)C)o3)cc2)C1 (centres undefined)	-15
CCCC(C(=O)OCCN(CC)CC)(c1ccccc1)c1ccccc1	-9&-1
c1ccc2c(c1)c(N1CCCC1)nn1cnnc21	-6
Cc1[nH]c(=O)[nH]c(=O)c1CCC(=O)NC(c1cccs1)C1CCCC1 (centres undefined)	-6
Cc1cccc(C2=NC(=Cc3ccsc3)C(=O)O2)c1	0
O=C(Nc1ccc(Oc2ccccc2)nc1)C1CCN(C(=O)c2cccs2)CC1	-10&9
COc1c(C)cnc(CN(C)C(=O)c2[nH]c3c(c2C)C(=O)CCC3)c1C	7
Cc1nc2ncc3c(=O)n(-c4ccc(Br)cc4)ccc3n2n1	-5
Cc1nn(-c2ccc(C#N)cc2)c(N)c1C	4
CN1C(=CP(=O)(N(C)C)N(C)C)C(C)(C)c2ccccc21	43
COc1ccccc1-n1nc(CC(C)C)nc1CCn1c(C)cc(C)nc1=O	-16
O=C1c2ccccc2C(=O)N1Cc1cc(Cl)cc2c3c([nH]c12)CCCC3	-15
CC(C)COC1CC(OC(=O)c2ccc(F)cc2F)C1(C)C (centres undefined)	-7
CCn1nc(C)c(C(=O)NCc2csc(-c3cnccn3)n2)c1C	-13
CC1CCCN(S(=O)(=O)NCc2ccccc2Cl)C1 (centres undefined)	-14
c1ccc2c(c1)CCN(C1CCN(Cc3cccc4nccnc34)CC1)C2	-2
CC(C)OCC(=O)N1CCCC(C(=O)c2ccc(C(F)(F)F)cc2)C1 (centres undefined)	-15
c1csc(-c2noc(CN3CCCN(c4nc5ccccc5s4)CC3)n2)c1	-5
COc1ccc(-c2c(-c3ccc(OC)cc3O)n[nH]c2C)cc1	-8
CC(=O)CC(C)(C)NC(=O)CCN1CCC(C(=O)Nc2ccccc2)CC1	4
COc1cc(C2CC(=O)Nc3cc4[nH]ncc4cc32)cc2c1OCO2 (centres undefined)	0
Cc1c(C2CCCCC2)noc1N	-1
CN(C)S(=O)(=O)c1ccc2[nH]c(=O)[nH]c2c1	-2
COC(=O)Nc1cc(NC(=O)c2ccc(C)cc2C)ccc1F	-9

Screening data (PubChem BioAssay)
